TcdB GH inh – TcdB glycohydrolase inhibitors, primary screen, biochemical, single point, plate reader. AID 652162, 2013. hit rate 0.24% among 350,000. TcdB glycohydrolase enzymatic assay. Toxin B (Clostridioides difficile), P18177. inhibition, % at 9.99 µM; in the data active means inhibition above about 10%
Yp Topo-I inh – Yersinia pestis topoisomerase I inhibitors, primary screen, biochemical, cleavage product accumulation, plate reader, single point. hit rate 0.064% among 360,000. Y. pestis Topo-I cleavage product accumulation. activity, % at 10 µM; in the data active means activity above about 50%, passing the limit was not always enough; inconclusive means no clear call, values can overlap the other calls; further: inactives centre near 2
CCHF vOTU inh – CCHFV vOTU protease inhibitors, primary screen, biochemical, Pep-AMC substrate, fluorescence; Crimean-Congo hemorrhagic fever virus L polyprotein viral ovarian tumor (vOTU) protease …; inhibition, % at 11.5 µM; hit rate 0.55% among 370,000; in the data active means inhibition above about 30%; further: 0% = vehicle wells with enzyme and 100% = no enzyme wells
SARS 3CLpro inh – SARS-CoV 3CLpro protease inhibitors, primary screen, biochemical, quenched FRET. Replicase polyprotein 1ab (Severe acute respiratory syndrome coronavirus), P0C6X7. inhibition, % at 6 µM. hit rate 0.14% among 290,000. AID 1706, 2009. recombinant SARS-CoV 3CLpro, quenched FRET peptide cleavage; in the data active means inhibition above about 12%
BH1578 lux ind – inducers of Vibrio cholerae quorum light production without autoinducers, primary screen, BH1578 luxS cqsA deficient, single point. V. cholerae BH1578 lux reporter, luminescence, 6 h. activation, % at 18.7 µM. hit rate 0.16% among 350,000. AID 588436, 2011; in the data active means activation mostly above about 9.7%, no sharp cut-off; inconclusive means no clear call, values can overlap the other calls; inactive means mostly below about 3.7%; further: not every result past the cut was called active; inactives centre near 0; reference of the scale not given here
DUSP3 inh – VHR1 phosphatase inhibitors, primary screen, biochemical, absorbance, uHTS; Dual specificity protein phosphatase 3 (Homo sapiens), P51452; AID 1654, 2009; hit rate 0.52% among 290,000; inhibition, % at 13.3 µM; recombinant VHR phosphatase, pNPP absorbance; in the data active means inhibition above about 50%; further: some compounds called inactive have numbers as strong as hits
SSB-PriA inh – inhibitors of Klebsiella pneumoniae PriA binding to SSB C-terminal tail, primary screen, biochemical, AlphaScreen; AlphaScreen SSBct-PriA binding, biotinylated peptide; inhibition, % at 33 µM; AID 1272365, 2023; PriA–SSB C-terminal tail interaction (Klebsiella pneumoniae); hit rate 0.6% among 430,000; in the data active means inhibition mostly above about 37%, no sharp cut-off; inactive means mostly below about 20%;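 further: plate controls were negative control peptide for no effect and reference peptide for full effect; strong numbers were not always called active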
BoNT A protease – BoNT/A light chain protease inhibitors, primary screen, biochemical, flow cytometry, MLPCN library. inhibition, % at 10 µM. multiplex microsphere protease substrate cleavage. hit rate 0.17% among 360,000; further: plate controls were buffer without enzyme for full effect and enzyme alone for no effect
Anthrax LF prot – Bacillus anthracis LF protease inhibitors, primary screen, biochemical, multiplex microsphere, MLPCN library | inhibition, % at 10 µM | multiplex microsphere protease cleavage assay | hit rate 0.12% among 360,000; further: plate controls were buffer without enzyme for full effect and enzyme alone for no effect
Target sequence (P15917 whole entry, looked up): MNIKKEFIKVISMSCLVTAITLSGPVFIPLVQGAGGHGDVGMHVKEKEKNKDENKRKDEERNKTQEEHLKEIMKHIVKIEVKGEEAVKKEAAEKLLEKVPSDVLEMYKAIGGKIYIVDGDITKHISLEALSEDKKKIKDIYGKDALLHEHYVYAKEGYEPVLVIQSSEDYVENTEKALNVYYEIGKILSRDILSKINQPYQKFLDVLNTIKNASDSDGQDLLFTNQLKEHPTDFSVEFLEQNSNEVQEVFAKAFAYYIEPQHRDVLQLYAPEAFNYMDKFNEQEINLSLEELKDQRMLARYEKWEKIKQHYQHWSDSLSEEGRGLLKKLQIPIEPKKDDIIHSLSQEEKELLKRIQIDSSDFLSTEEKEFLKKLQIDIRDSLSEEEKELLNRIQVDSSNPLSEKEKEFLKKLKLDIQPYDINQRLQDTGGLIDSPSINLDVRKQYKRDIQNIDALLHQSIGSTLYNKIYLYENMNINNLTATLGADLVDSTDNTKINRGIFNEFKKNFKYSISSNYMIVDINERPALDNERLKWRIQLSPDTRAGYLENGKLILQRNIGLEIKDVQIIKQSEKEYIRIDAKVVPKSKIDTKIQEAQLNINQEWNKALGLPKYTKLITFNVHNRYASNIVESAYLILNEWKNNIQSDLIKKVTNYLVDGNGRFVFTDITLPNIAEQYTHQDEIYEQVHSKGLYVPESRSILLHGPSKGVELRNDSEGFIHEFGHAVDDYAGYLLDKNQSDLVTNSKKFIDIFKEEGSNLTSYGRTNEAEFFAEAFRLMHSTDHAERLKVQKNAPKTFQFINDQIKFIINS
PfHsp40 yeast – rescue of yeast from PfHsp40 toxicity, primary screen, S. cerevisiae, ATP luminescence; S. cerevisiae expressing PfHsp40, growth rescue; growth rescue, % at 12.5 µM; hit rate 0.68% among 340,000; AID 504582, 2011; in the data active means growth rescue above about 28%, passing the limit was not always enough; inconclusive means no clear call, values can overlap the other calls;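 further: yeast W303a lacking pdr1 and pdr3 grown in galactose medium; growth measured after three days at 30 °C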
Starred values were filed as active, the others as inactive; i = inactive; ? = inconclusive; . = no result given. Unless noted, no stated cut-off is given here; in the data, active means inhibition above about 30%; inconclusive means no clear call, values can overlap the other calls; inactive means below that. This is a subset; count on the stated rates, not on these rows.

compound,PfHsp40 yeast,Anthrax LF prot,BoNT A protease,TcdB GH inh,Yp Topo-I inh,BH1578 lux ind,SARS 3CLpro inh,DUSP3 inh,SSB-PriA inh,CCHF vOTU inh
Cc1ccc(CN2C(=O)C(C)Oc3ccccc32)cc1 (stereo unspecified),-0.4,4,0.8,0.5,18,-0.4,0,-10,-49,13
CC(=O)NCCc1nc2ccccc2n1CCCCOc1ccccc1,-1.2,-3,-0.1,-0.3,15,-0.2,-2,-20,11,-3
Cc1ccc(N(CC(=O)N2CCOCC2)S(C)(=O)=O)cc1,0.3,-2,0.6,1.6,6,-0.2,4,14,-2,5
O=C(OCC(=O)N1CCCCC1)c1cc(S(=O)(=O)N2CCOCC2)c(Cl)cc1Cl,-0.7,-5,0.1,2.2,8,i,.,.,6,2
O=C(NCc1cccc(Br)c1)C1CC(c2cc(C(F)(F)F)cc(C(F)(F)F)c2)=NO1 (stereo unspecified),-0.4,0,-0.1,0.8,4,0.8,.,.,-23,1
O=C(C(NS(=O)(=O)c1cccs1)c1ccccc1)N1CCN(c2ccccc2)CC1 (stereo unspecified),0.4,1,1.5,.,-3,-0.2,-1,27,6,15
COC(=O)[C@]1(Cc2ccccc2)N[C@H](c2ccc(-c3cc(C(C)=O)cs3)cc2)[C@@H]2C(=O)N(C)C(=O)[C@@H]21,1.8,-2,0.2,1.6,7,-0.4,.,.,-5,11
Cc1ccc2nc(C)cc(C(=O)NC3CCCCCC3)c2c1,-0.2,-8,-0.3,0.9,-5,i,.,.,-13,9
O=C(NCCCN1CCCC1=O)c1cccc(NS(=O)(=O)c2ccccc2)c1,-0.1,-5,-1.5,1.8,-6,-2.3,.,.,-5,-2
COc1ccc(S(=O)(=O)Cc2ccc(C(=O)NCc3cccs3)o2)cc1,0.5,5,-0.2,-0.9,2,-0.2,-5,19,-4,-2
C=CCSC(=C(C#N)C#N)c1cc2c([nH]1)CCCC2,-1.3,-5,0.4,.,-8,i,-4,27,9,7
CCNS(=O)(=O)c1ccc(NC(=O)Nc2cccc(C(F)(F)F)c2)cc1,0.3,-4,-1.1,.,-6,-6.2,-1,-2,-20,3
COc1ccc(-c2cc(=O)oc3c(C)c(OCC(=O)N[C@@H](Cc4ccc(O)cc4)C(=O)O)ccc23)cc1,0.9,-6,-0.2,-1.0,4,-0.6,3,25,0,11
CCOc1cc(CNC(C)C)c(Cl)cc1OCC(=O)NCCc1ccccc1,0.4,5,1.4,.,5,i,-4,8,-8,4
Cc1ccc(C(=O)Oc2ccc(Br)cc2C(=S)N2CCOCC2)cc1,2.7,0,0.1,-0.4,22,-0.5,2,1,13,-5
O=C(NCC(=O)N(c1cccnc1)C(C(=O)NCc1ccco1)c1ccccc1)c1ccco1 (stereo unspecified),-0.8,-1,1.1,.,1,-0.3,-2,25,-12,-6
CCOC(=O)CC1(C)OCC(C[N+]2(C)CCCCC2)O1 (stereo unspecified),-0.6,2,-1.6,0.5,6,-0.6,-6,13,-13,7
CCCCOC(=O)Nc1nc2ccc([N+](=O)[O-])cc2s1,-0.9,-5,-0.5,0.6,5,-0.2,-3,5,-7,5
Cc1cc(C)c(C(=O)CSc2nnc(N)s2)cc1C,1.7,-8,-1.6,1.8,-10,-0.4,4,6,3,1
COc1ccc(S(=O)(=O)N2CCCCC2)cc1C(=O)N1CCCCCC1,-0.3,3,-2.6,-1.4,-3,-0.4,-1,1,9,8
COC(=O)[C@@]1(Cc2ccc(OC)cc2)[C@H]2c3cc(C(=O)N4CCCC4)n(CCO)c3C[C@H]2CN1C(=O)c1ccccc1,.,.,.,-0.9,.,.,1,9,-9,8
CCc1ccc(/C=C2\SC(=S)N(CCCC(=O)Nc3ccccc3C(=O)O)C2=O)cc1,0.6,-3,-1.2,-1.6,12,-6.7,7,-3,-1,4
O=C(Nc1ccccc1N1CCCC1)c1cc2ccccc2o1,0.0,-4,-1.6,.,-8,.,2,13,7,1
CCCCNC(=O)C1(C)CCN1C(=O)c1ccc2ccccc2n1 (stereo unspecified),.,1,-0.5,1.5,0,-0.9,.,.,.,10
COc1ccc(N(C(=O)c2snc(C(N)=O)c2N)C(C(=O)NC2CCCCC2)c2ccc(C)o2)c(OC)c1 (stereo unspecified),-0.9,11,-3.5,0.3,28,i,-7,-16,5,13
CC(=O)c1cn(CCCCCCCn2cc(C(C)=O)c(=O)[nH]c2=O)c(=O)[nH]c1=O,-1.6,-1,0.2,-0.6,4,i,0,-3,0,2
NC(=O)C1CCN(C(=O)Nc2csc3ccccc23)CC1,.,.,.,0.8,-3,i,8,12,-9,1
CCOC(=O)c1ccc(S(=O)(=O)N2CCC(N3CCCCC3)CC2)cc1,-0.8,-3,-0.3,-0.4,-1,-0.4,2,29,-10,1
CCOC(=O)CSc1nnc(Cc2ccccc2)n1CC1CCCO1 (stereo unspecified),0.3,-2,0.0,.,12,-0.3,-2,40,-9,-11
Cc1nc(CCNC(=O)Cc2ccccc2)cs1,-1.3,-8,-0.3,.,-3,-0.2,-1,19,7,3
Cc1cc(-c2ccco2)n(-c2ccccc2)n1,0.2,0,2.1,.,3,-3.8,-4,-8,7,5
COc1cc2c(cc1OC)C(c1ccc(N(C)C)cc1)CC(=O)N2 (stereo unspecified),1.0,-1,0.1,.,5,i,5,16,8,7
CCCCSc1nnc(-c2ccc(C)cc2)c2ccccc12,-0.7,2,1.3,3.6,6,-0.2,-1,-3,-15,7
COc1ccc(Cc2nc3ccc(C(=O)NCC(C)(C)OC)cc3o2)cc1,1.0,2,4.3,0.5,6,i,0,-42,-1,22
CN(CC(=O)Nc1ccccc1C(F)(F)F)C(=O)COc1ccccc1Cc1ccccc1,-0.4,-4,-0.5,-1.5,13,-4.2,.,.,-11,5
O=C(NCC(=O)N1CCCCCCC1)c1ccc(Br)o1,0.1,-2,-6.0,2.4,9,-1.5,.,.,1,-7
Cc1ccc(NC2=NCC(Cc3ccc(Br)cc3)S2)cc1 (stereo unspecified),1.7,-4,-3.2,0.5,21,-0.2,1,20,-10,5
CCOC(=O)N1CCC(Nc2ccc(N3C(=O)C4CCCCC4C3=O)cc2[N+](=O)[O-])CC1 (stereo unspecified),-1.2,0,1.1,0.2,8,-0.2,6,29,14,-1
Cn1nnnc1SCCNCc1ccccc1F,-0.7,-1,-2.0,.,1,-0.2,1,15,-1,-5
O=C(CCc1nnc(Cc2c[nH]c3ccccc23)o1)NC(C1CC1)C1CC1,1.1,-5,-0.7,-2.6,10,-0.2,-3,0,-5,-1
COc1ccc(C(=O)NCCNc2ccc([N+](=O)[O-])cn2)cc1,-1.7,3,-3.5,0.3,-5,0.6,0,2,-3,-1
COc1ccc(-c2cc(C(=O)n3cnc4ccccc43)c3ccccc3n2)cc1,0.4,3,0.8,.,-3,i,1,52*,-8,-79
COc1nc(N(C)C)nc(N(C#N)S(=O)(=O)c2ccc(C)cc2)n1,0.9,-4,-5.7,0.8,8,i,4,-10,-3,7
CN(Cc1ccccc1)C(=O)c1ccc(NC(=O)Cc2ccc(NC(=O)C3CCCN(C(=O)C4CCC4)C3)cc2)cc1 (stereo unspecified),0.7,-3,0.8,0.3,13,-1.1,.,.,-3,25
O=C(CN1CCN(CC(=O)c2ccc(F)cc2)CC1)Nc1ccccc1Cl,-1.4,4,1.5,.,5,0.0,-3,10,6,4
COc1ccc(-c2cc(-c3nnc(COC(=O)CC4CC5CCC4C5)o3)c3ccccc3n2)cc1OC (stereo unspecified),0.0,16,52*,.,-7,-0.4,-5,3,-19,-5
O=C(O)/C(=C\c1ccccc1)c1ccc2ccccc2c1,.,.,.,0.3,-4,-0.5,.,.,-11,13
Cc1cnc(C(=O)OCC(=O)Nc2cccc(S(=O)(=O)N3CCCCC3)c2)cn1,-0.7,0,-1.0,1.7,-6,-0.3,-1,26,15,4
CN(/N=C/c1ccc(O)cc1O)c1ncc(C(F)(F)F)cc1Cl,3.6,22,?,2.2,-10,-0.7,-1,13,.,-2
CCOCCCNC(=O)C1CCN(S(=O)(=O)N2CCCC2)CC1,0.0,-2,-1.8,-0.2,-9,-0.6,4,8,-11,-6

(more compounds)
compound,PfHsp40 yeast,Anthrax LF prot,BoNT A protease,TcdB GH inh,Yp Topo-I inh,BH1578 lux ind,SARS 3CLpro inh,DUSP3 inh,SSB-PriA inh,CCHF vOTU inh
Cc1cc(-c2ccccc2)n(-c2ccc(C(N)=O)cc2)n1,0.9,1,-0.3,.,2,-3.6,-7,-13,-14,5
O=c1c2ccccc2cnn1Cc1n[nH]c(=S)n1-c1ccc(F)c(Cl)c1,1.2,-6,-0.8,0.4,1,i,-5,12,2,-9
Clc1ccc(-c2nnc3n2CCCCC3)cc1,0.6,-1,0.0,.,-4,i,0,-7,-7,9
O=C(COC(=O)CNC(=O)C1CCCCC1)Nc1ccc2ccccc2c1,1.3,1,0.0,.,16,-7.7,0,-8,-8,11
Fc1c(F)c(F)c(CSc2nc3ccccc3[nH]2)c(F)c1F,7.1,2,0.0,.,-1,-0.3,-1,-6,-24,-9
Cc1[nH]c(C)c(S(=O)(=O)N2CCN(c3cccc(Cl)c3)CC2)c1C(=O)N1CCCC1,0.0,0,-2.0,-0.3,2,0.0,0,32,-16,14
CCOC(=O)c1c(C)[nH]c(C(=O)C(C)OC(=O)c2cnc(C)cn2)c1C (stereo unspecified),1.4,3,0.7,0.9,-2,i,.,.,3,17
